# WRN helicase inh: inhibitors of human WRN helicase | AID 651768 | Potency, µM (series often up to 114 µM), for the others: at the top dose activity change, negative = inhibition, hits mostly inhibitors | Q14191 | 360,000 tested, 0.46% active | WRN helicase unwinding, fluorescent forked duplex, kinetic; also: potency is read from the fitted curve at half-maximal effect; % is scaled to controls: 0 for no effect and ±100 for the full control effect; nearly all actives have a fitted effect of over 55% in size
#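 WRN at 20 nM final preincubated with compound 15 min at room temperature; reaction started with 100 nM fluorophore/quencher forked duplex oligonucleotide and 2 mM ATP final. Unwinding followed kinetically by red fluorescence (ex 525, em 598 nm).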
# PI5P4K alpha inh: inhibitors of human PI5P4K alpha; 330,000 tested, 1.2% active; max response, %; P48426; PI5P4Kalpha enzyme, ADP-Glo luminescence, 60 min; stronger effect = lower value; active = max response of -50% or lower; inconclusive = between -30% and -50%; inactive = -30% or higher; also: value at the top dose of about 77 µM; % is scaled to controls: 0 for no effect and ±100 for the full control effect
#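 ADP-Glo luminescence end-point after a 60 min room-temperature kinase reaction. PI5P4Kalpha and substrate in HEPES pH 7.4 buffer with EGTA, 0.1% CHAPS and 5% DMSO; ATP at 5 microM final.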
# EPAC1 antagonist: antagonists of human EPAC1; 360,000 tested, 0.14% active; AID 720709; Potency, µM (doses to about 115 µM), without a hit: top-dose activity change, negative = inhibition, hits mostly inhibitors; EPAC1 GEF assay, Rap1b-BODIPY-GDP exchange fluorescence;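 also: potency is read from the fitted curve at half-maximal effect; plate controls were vehicle for no effect and positive control for full effect; nearly all actives have a fitted effect of over 50% in size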
# Target sequence (O95398 whole entry, looked up): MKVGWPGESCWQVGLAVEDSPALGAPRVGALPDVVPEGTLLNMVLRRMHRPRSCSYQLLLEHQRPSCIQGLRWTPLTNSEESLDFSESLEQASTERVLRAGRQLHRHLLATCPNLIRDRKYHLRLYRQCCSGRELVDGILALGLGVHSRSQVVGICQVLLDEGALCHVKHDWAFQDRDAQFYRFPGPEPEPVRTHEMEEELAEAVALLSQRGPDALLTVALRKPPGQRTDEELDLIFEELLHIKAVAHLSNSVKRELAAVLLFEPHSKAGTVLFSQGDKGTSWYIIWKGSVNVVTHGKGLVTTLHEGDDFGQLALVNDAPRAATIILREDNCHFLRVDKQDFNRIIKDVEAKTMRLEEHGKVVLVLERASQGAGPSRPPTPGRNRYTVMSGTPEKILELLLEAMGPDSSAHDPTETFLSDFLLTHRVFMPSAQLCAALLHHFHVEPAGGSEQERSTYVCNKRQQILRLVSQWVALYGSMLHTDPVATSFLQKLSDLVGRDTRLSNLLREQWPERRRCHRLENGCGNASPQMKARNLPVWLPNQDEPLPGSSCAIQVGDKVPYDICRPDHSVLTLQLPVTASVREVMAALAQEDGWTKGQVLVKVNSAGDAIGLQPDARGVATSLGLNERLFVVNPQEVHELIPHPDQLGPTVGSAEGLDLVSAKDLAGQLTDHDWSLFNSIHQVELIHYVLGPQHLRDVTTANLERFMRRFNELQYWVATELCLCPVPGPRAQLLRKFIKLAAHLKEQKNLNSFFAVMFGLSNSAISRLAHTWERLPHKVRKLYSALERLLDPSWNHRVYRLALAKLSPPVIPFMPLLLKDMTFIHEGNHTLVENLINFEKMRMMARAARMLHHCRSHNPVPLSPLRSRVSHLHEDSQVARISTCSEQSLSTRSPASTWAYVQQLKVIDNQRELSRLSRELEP
# EPAC1 ag: agonists of human EPAC1; O95398; EPAC1 agonist qHTS, biochemical assay; response scale: 100% = response to 6.5 mM cAMP; Potency, µM (top dose mostly 154 µM), without a hit: top-dose activation, most hits filed as activators; 360,000 tested, 0.073% active; AID 720707; also: potency is read from the fitted curve at half-maximal effect; nearly all actives have a fitted effect of over 60% in size
#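 Compounds were pinned as a concentration titration into mixtures of EPAC1 (100 nM), BODIPY-GDP-loaded Rap1B (250 nM) and GDP (50 uM). After 5 min at room temperature, fluorescence was followed for 30 min; activity was scaled to 6.5 mM cAMP.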
# IL2 activator: activates IL-2 in a cell-based reporter assay. IL-2 activation reporter assay, cell-based qHTS; stimulated with anti-CD3/CD4/CD28 beads; in transgenic mouse T cells. activation, % (series mostly up to about 46 µM). 360,000 tested, 0.065% active. AID 652025; in the data active = activation above about 50%; inconclusive = mostly about 30% to 49%; also: 0% is about no effect
#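 Using fluorescent plate cytometry, EGFP and DsRed are detected in transgenic mouse T cells stimulated 18 h at 37 degrees C with antibody-coated beads after 60 min compound pretreatment.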
# PLK1 PBD block: PLK1 (human) polo-box domain binding inhibition | P53350 | Plk1 PBD binding of FITC phosphopeptide, fluorescence polarization | Potency, µM, for the others: max response, negative = inhibition, usual class: inhibitors | 360,000 tested, 2.8% active | AID 720504; also: potency is read from the fitted curve at half-maximal effect; series mostly up to about 57 µM; % is scaled to controls: 0 for no effect and ±100 for the full control effect; nearly all actives have a fitted effect of over 65% in size
# EPAC2 ag: activates human EPAC2 exchange factor; 360,000 tested, 0.079% active; EPAC2 activation, biochemical qHTS; response scale: 100% = 6.5 mM cAMP response; Potency, µM (titrated, usually from 154 µM), without a hit: at the top dose activation, usual class: activators; AID 720711; also: potency is read from the fitted curve at half-maximal effect; nearly all actives have a fitted effect of over 50% in size
#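 Setup: EPAC2 100 nM, labeled Rap1B complex 250 nM, free GDP 50 uM. Compound titrations pinned in, brief spin, 5 min room temperature incubation. Kinetic fluorescence read over 30 min, normalized to 6.5 mM cAMP.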
# CCT modulator: cytosolic chaperonin activity modulation; activity change, % (no concentration beside the values), hits read low; purified chaperonin ATPase assay, HTRF ADP detection, 30 min; 360,000 tested, 0.3% active; AID 651819; in the data active = activity change below about -30%; also: % is scaled to controls: 0 for no effect and ±100 for the full control effect
#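 Nucleotide hydrolysis assay: TRiC at 20–40 nM final (set by batch activity) with 10 uM ATP, 30 min at 37 °C, in presence of 76 uM compound. Detection by competitive ADP HTRF, 30 min ambient.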
# * = called active by the depositor; u = inconclusive; x = no result given; & = joins results of further samples; [ ] = dose if it differs, or a comment. Unless noted, calls follow the shape of the dose curve; as a rule, active = well fitted curve in the direction sought with a large enough effect; inconclusive = small, poorly fitted or top-dose-only effect, or another doubt; inactive = no such curve, though single readings can be large; an effect the other way counts as inactive or inconclusive.
# The line under a structure holds: CCT modulator	EPAC1 antagonist	WRN helicase inh	IL2 activator	EPAC2 ag	PLK1 PBD block	PI5P4K alpha inh	EPAC1 ag
CN(C)C(CNC(=O)c1cc(S(=O)(=O)N(C)c2ccc(F)cc2)ccc1Cl)c1cccs1 (stereo not drawn)
    -0.3	-19%	-14%	-0.2	16%	3%	-6	-3%
O=c1ccn([C@@H]2O[C@H](CNCC3=Cc4cc(O)ccc4OC3)[C@@H](O)[C@H]2O)c(=O)[nH]1
    1.2	-2%	-1%	-0.3	0%	-6%	-6	-23%
CN(C)S(=O)(=O)c1ccc(C(=O)OCC(=O)Nc2ccccc2OC(F)F)cc1
    -16	11%	-13%	-2.9	5%	-5%	-1	7%
CC(C)Oc1ccc(S(=O)(=O)N2CCCCC2)cc1NC(=O)C1CCCC1
    -4.3	3%	-4%	-0.9	12%	-11%	-2	12%
CCOC(=O)c1ccccc1NC(=O)[C@@H]1CCCN1C(=O)OC(C)(C)C
    1.2	0%	5%	-0.1	4%	-6%	3	5%
O=C(NCC(c1ccco1)N1CCN(c2ccc(F)cc2)CC1)C1CCCCC1 (stereo not drawn)
    -1.9	-9%	-7%	-5.3	5%	-7%	9	-2%
CC(C)c1csc(CN2CCCC(CNC(=O)c3cccc4ccccc34)C2)n1 (stereo not drawn)
    -0.1	-17%	-5%	-2.9	3%	-12%	3	-8%
CCN(CC)S(=O)(=O)c1ccc(C(=O)NCc2ccc(C)cc2)cc1
    -0.3	-11%	-5%	-0.1	-2%	-4%	-6	14%
Cc1ccc2nc(Cl)c(C3CC(c4ccco4)=NN3C(=O)CCCC(=O)O)cc2c1 (stereo not drawn)
    -109*	u	-20%	0.6	-1%	-28%	2	-3%
N#Cc1ccc(/C=N/NC(=O)c2cccc(S(=O)(=O)N3CCOCC3)c2)cc1
    -2.5	-20%	-8%	1.3	1%	-5%	0	4%
Nc1nc2c(nc(N3CCCCC3)n2[C@@H]2O[C@H](CO)[C@@H](O)[C@H]2O)c(=O)[nH]1
    -5.5	-18%	-4%	-0.5	2%	-19%	-11	6%
CC(=O)N1CCN(C2=NC(=O)/C(=C/c3ccc(OS(=O)(=O)c4ccccc4)cc3)S2)CC1
    -79*	2%	-13%[57.1 µM]	-0.8	5%	-20%	7	10%
CC1CCCC(CC(N)=O)CC1 (stereo not drawn)
    -0.2	-5%	-14%	0.4	-3%	1%	3	1%
CC(C)C(C)NC(=O)CN1C(=O)NC2(CCc3ccccc32)C1=O (stereo not drawn)
    1.0	-6%	-5%	-0.1	6%	-8%	-1	2%
CC(C)C[C@H](N)c1nnc(SCc2ccc(Cl)cc2)o1
    -9.9	-17%	0%	-4.1	6%	-21%	2	6%
COc1ccccc1-c1coc2c(CN3CCN(CCO)CC3)c(O)ccc2c1=O
    -0.1	15%	7%	1.0	3%	-2%	-4	-11%
CC1(C)CC(=O)c2cnc(NC(=O)CSc3nc4ccccc4o3)nc2C1
    1.3	-5%	-7%	-0.8	-10%	-8%	-26	10%
Cc1ccc(-n2c(SCC(=O)N3CCOCC3)nc(O)c(Cc3ccccc3)c2=O)cc1
    -2.6	-10%	9%	-2.0	10%	-5%	-4	-6%
Cc1noc(C)c1S(=O)(=O)N(C)C[C@H]1Oc2c(NC(=O)NC3CCCCC3)cccc2C(=O)N([C@H](C)CO)C[C@@H]1C
    -2.1	5%	8%	0.3	-2%	-4%	0	-3%
Cc1ccc(NC(=S)NNC(=O)c2ccc(N3CCOCC3)c([N+](=O)[O-])c2)cc1C
    -0.9	-7%	-2%	1.8	-16%	-11%	-6	-11%
O=C(NC1CCCC1)c1cccc(Cn2cc([N+](=O)[O-])cn2)c1
    -2.6	-28%	-20%	-2.8	9%	-19%	4	-6%
Cc1cn([C@H]2C[C@H](O)[C@@H](CNC(=O)[C@H](N)Cc3cn(COCc4ccccc4)cn3)O2)c(=O)[nH]c1=O
    -0.8	-1%	3%	-0.9	3%	-1%	0	-10%
O=C(O)/C=C/c1cccc(NC(=O)Nc2ccc([N+](=O)[O-])cc2)c1
    -0.3	-22%	-6%	-1.4	13%	-10%	1	9%
COc1cccc(C(=O)OCC(=O)c2c[nH]c3ccccc23)c1O
    0.0	-25%	-4%[57.1 µM]	-2.1	-4%	0%	2	10%
OC[C@@H]1CN(Cc2ccco2)C[C@H](n2cnc3c(Nc4ccccc4)ncnc32)O1
    -0.3	-6%	-5%	0.0	9%	-24%	-15	-2%
CC1=C(C#N)C(c2ccc(O)cc2)C2=C(CCCC2=O)N1 (stereo not drawn)
    -1.0	3%	17%	-0.7	13%	-17%	0	17%
COCCCNC(=O)CSC1=Nc2ccccc2C2=NC(Cc3c[nH]c4ccccc34)C(=O)N12 (stereo not drawn)
    -0.8	-11%	-19%	0.6	6%	-6%	-8	2%
COc1ccc(C(F)(F)F)cc1N/C=C/c1nnnn1-c1ccc2ccccc2c1
    2.4	-5%	-6%	-4.5	9%	-5%	5	8%
Cc1onc(-c2ccccc2)c1C(=O)Nc1ccc2c(C)cc(=O)oc2c1
    -0.7	-9%	-5%	2.9	8%	-7%	2	7%
COCCN1C(=O)C(=O)/C(=C(/O)c2cccc(OC)c2)C1c1ccco1 (stereo not drawn)
    -1.7	-1%	-10%[11.6 µM]	-2.0	7%	-24%	-11	3%

# Complete entries as entered above. Screens in order: CCT modulator	EPAC1 antagonist	WRN helicase inh	IL2 activator	EPAC2 ag	PLK1 PBD block	PI5P4K alpha inh	EPAC1 ag
# Cc1cn([C@H]2C[C@H](O)[C@@H](CNC(=O)[C@H](N)Cc3cn(COCc4ccccc4)cn3)O2)c(=O)[nH]c1=O across the screens: -0.8	-1%	3%	-0.9	3%	-1%	0	-10%
# Cc1ccc2nc(Cl)c(C3CC(c4ccco4)=NN3C(=O)CCCC(=O)O)cc2c1 (stereo not drawn) across the screens: -109*	u	-20%	0.6	-1%	-28%	2	-3%
# COc1cccc(C(=O)OCC(=O)c2c[nH]c3ccccc23)c1O across the screens: 0.0	-25%	-4%[57.1 µM]	-2.1	-4%	0%	2	10%

# Next results follow.
# The line under a structure holds: CCT modulator	EPAC1 antagonist	WRN helicase inh	IL2 activator	EPAC2 ag	PLK1 PBD block	PI5P4K alpha inh	EPAC1 ag
Cc1[nH]nc2c1C(Cc1ccccc1)C(C#N)=C(N)O2 (stereo not drawn)
    -3.6	-8%	-1%	2.1	-4%	-16%	0	2%
COC(=O)c1cc2ccc(OC)c(OC)c2c(=O)s1
    -0.7	-3%	8%	0.1	2%	-3%	2	-8%
CCOc1ccc(NC(=O)CN2CCN(CC(=O)Nc3ccc(N(C)C)cc3)CC2)cc1
    -0.5	-12%	1%	-1.1	3%	3%	2	5%
COc1ccc(-n2c(C)cc(C(=O)CN3C(=O)NC4(CCCc5sccc54)C3=O)c2C)cc1 (stereo not drawn)
    -4.6	-6%	-2%	-1.9	8%	-2%	1	9%
COc1ccc(/C(O)=C2\C(=O)C(=O)N(Cc3ccco3)C2c2ccc(OC)cc2OC)cc1 (stereo not drawn)
    -2.0	1%	-7%	-2.9	8%	-13%	0	-2%
O=C(O)C1CC=CCC1C(=O)NNc1c(Cl)cc(Cl)cc1Cl (stereo not drawn)
    -0.8	0%	-5%[57.1 µM]	-0.5	2%	-4%	13	-3%
COc1ccc(/C=C/C(=O)OCC(=O)NCC2CCCO2)cc1 (stereo not drawn)
    -0.5	-26%	-1%	0.1	2%	-8%	4	8%
C/C(=N\O)c1ccco1
    -0.5	0%	13%	1.1	1%	-4%	-2	-1%
CC(=O)Nc1ccc(NC(=O)CSc2n[nH]c(-c3cccs3)n2)cc1
    0.9	18%	-14%	-0.7	13%	-9%	-15	6%
COc1ccc2c(Cl)c(C(=O)N/N=C/c3ccncc3)sc2c1
    1.8	-3%	-11%	-1.7	7%	-4%	3	6%
CCCCn1c(=NC(C)=O)c(C#N)cc2c(=O)n3cccc(C)c3nc21
    -1.2	-18%	-19%	0.3	-5%	u	6	-6%
O=C(O)CNC(=O)c1nc(-c2ccccc2)n(-c2ccccc2)n1
    2.3	-12%	-9%	-3.9	2%	-15%	-3	11%
O=C(N/N=C/c1c(O)n(Cc2ccco2)c(=O)[nH]c1=O)c1ccccc1
    -4.9	8%	-18%	1.8	2%	-18%	-67*	9%
COc1cccc(CNC(=O)C2CCCN(S(=O)(=O)N3CC(C)CC(C)C3)C2)c1 (stereo not drawn)
    -2.2	-15%	0%	-1.6	-3%	-10%	3	-3%
CCNc1c2c(nc3ccccc13)CC(C)(C)CC2=O
    -1.1	-6%	7%	-0.2	11%	-7%	1	0%
O=C(NCCN1CCC(n2c(=O)[nH]c3ccccc32)CC1)c1ccncc1
    -1.9	8%	1%	0.3	-3%	-4%	0	-11%
COc1ccc(NC(=O)N(C)C[C@H]2Oc3c(NS(=O)(=O)c4cccs4)cccc3C(=O)N([C@H](C)CO)C[C@@H]2C)cc1
    -0.3	3%	0%	-0.6	1%	-11%	-6	-18%
O=C1c2ccccc2NC(c2ccc(O)c(O)c2)N1c1ccccc1Cl (stereo not drawn)
    1.7	-16%	4%[11.6 µM]	1.2	-1%	-7%	9	-13%
CCOc1ccc(NS(=O)(=O)c2cccc(C(=O)NCC3(N(C)C)CCCCC3)c2)cc1
    3.5	-2%	-7%	-0.8	17%	-2%	0	3%
CCC(Oc1ccccc1)C(=O)Nc1ccc(-c2nnc(-c3ccco3)o2)cc1 (stereo not drawn)
    -12	-20%	-15%	0.2	1%	-16%	-3	16%
CCOc1ccc(N(CC(=O)NCc2ccccc2)C(=O)CCC(=O)Nc2nccs2)cc1
    -0.2	-14%	14%	0.2	2%	-16%	-7	4%
C=CCN=C1SC(C)(C)C(=O)N1S(=O)(=O)c1ccc(C)cc1
    -8.2	-4%	0%	-0.7	1%	3%	-5	-1%
CCn1nc(C(=O)OC(C(=O)c2c[nH]c3ccccc23)c2ccccc2)c2ccccc2c1=O (stereo not drawn)
    -2.0	-17%	-7%	-1.0	12%	11%&-1%	x	22%
CC(C)c1ccccc1NC(=S)NCc1nc2ccccc2[nH]1
    1.3	3%	2%	2.9	1%	-18%	4	15%
COc1cccc(OCC(=O)Nc2ccccc2C(=O)Nc2ccc(C(=O)O)cc2)c1
    2.2	-9%	-6%	-0.8	-1%	-3%	3	-7%
C=CCOC(=O)C(C#N)c1nc2ccccc2nc1N1CCN(Cc2ccc3c(c2)OCO3)CC1 (stereo not drawn)
    0.1	11%	-21%[57.1 µM]	-0.4	3%	3%	-2	12%
O=C(c1ccc2c3n(nc2c1)-c1ccc(Cl)cc1CO3)N1CCOCC1
    0.9	-12%	2%	2.6	5%	-3%	-3	3%

# Some of the compounds tested; count on the stated rates, not on these rows.
